Epigenetic reg: Quantitative High-Throughput Screen for Regulators of Epigenetic Control. murine LDR cells, GFP reporter derepression, 30 h. Potency, µM (doses to about 53.9 µM), without a hit: at the top dose GFP activation, actives largely listed as activators. 280,000 compounds, 0.2% hits; further: % of control where 0% means no effect; nearly all actives have a fitted effect of over 60% in size
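In this reporter-derepression format, murine cells bearing a silenced integrated CMV-GFP locus incubate with test compound (30 h, 37 C), then are washed and imaged; fluorescent objects of 20–120 um count as induced cells.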
Tau fluor cs: Counterscreen qHTS for Inhibitors of Tau Fibril Formation, Fluorescence Polarization; tau K18 P301L Alexa594 fluorescence, heparin fibrillization; Potency, µM (top dose mostly 57.7 µM), inactives show at the top dose activity change, negative = decrease; 280,000 compounds, 0.93% hits; further: on the % scale 0 is the no-effect control and ±100 the full control effect; nearly all actives have a fitted effect of over 55% in size
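Human tau K18 P301L (15 uM unlabeled, 0.24 uM Alexa 594-labeled) in 100 mM sodium acetate pH 7 with 20 uM heparin, 6 hr at 37 C. ThT 30 uM added, 1 hr ambient; Alexa 594 FP and total fluorescence read at 555/632 nm.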
* hit, by the source's call; ? = inconclusive; [ ] = dose if it differs, or a comment. The call rests on the fitted dose curve; in most records, active means well fitted curve in the direction sought with a large enough effect; inconclusive means small, poorly fitted or top-dose-only effect, or another doubt; inactive means no such curve, though single readings can be large; an effect the other way counts as inactive or inconclusive. Potency means the concentration at half of the fitted maximal effect.

Molecule,Epigenetic reg,Tau fluor cs
COc1ccccc1N1CCN(C(=O)CCc2c(C)nn(-c3ccc(N4CCCC4)nn3)c2C)CC1,0.0%,3.7%
CCOc1ccc(-c2nnc(SCC(=O)NCCc3ccc(OC)c(OC)c3)nc2-c2ccc(OCC)cc2)cc1,9.9%,-18.7%
C=Cc1ccc(Cn2c(C(=O)O)c(CNCc3cc(Br)ccc3OC)c3ccc(C)cc32)cc1,-3.4%,-10.7%
Cc1ccc(NC(=O)N2CCN(Cc3nc4ccc(C)cc4o3)CC2)cc1,-3.3%,-1.8%
CCOc1cc2[nH]c(=O)n(Cc3ccc(C(=O)NCCN(CC)CC)cc3)c(=O)c2cc1OCC,-0.5%,-2.3%
Cc1ccc(-n2ncc(C(=O)NCCc3ccsc3)c2C2CCN(C(=O)OC(C)(C)C)CC2)c(C)c1,-1.3%,-13.9%
O=C(OCc1cc(=O)n2nc(C3CC3)sc2n1)c1cccc(NC(=O)c2ccccc2Cl)c1,-3.0%,-14.4%
Cc1cccc(-c2nc3scc(CCNS(=O)(=O)c4ccc5c(c4)OCCO5)n3n2)c1,9.3%,-24.9%
COC(=O)c1ccc(NC(=O)c2cnn(-c3ccc(Cl)cc3)c2C2CCN(C(=O)OC(C)(C)C)CC2)cc1,-2.9%,-24.3%
CC(=O)N1c2ccccc2C(=O)C1N1CCN(c2cc(Cl)ccc2C)CC1 (centres undefined),-0.7%,-12.5%
CCc1ccccc1NC(=O)Cn1cc(S(=O)(=O)N2CCCC2)c(S(=O)(=O)N2CCCC2)c1,-0.2%,-7.8%
O=C(Cn1c(=O)nc(-c2ccccc2)c2ccccc21)Nc1cccc(C(F)(F)F)c1,-2.4%,-12.9%
CCOc1ccc(CNC(=O)C2CCN(S(=O)(=O)c3cn(C)cn3)CC2)cc1,-0.5%,6.0%
Cn1cc(-c2cc3n(n2)CCC(=O)N3CCCC(=O)NCc2ccc(F)cc2)c2ccccc21,2.5%,-23.1%
O=C(CCOc1ccccc1)N(Cc1cccnc1)c1nc2ccc(Cl)cc2s1,3.8%,-4.3%
Cc1nn2c(=O)cc(COC(=O)c3ccc(NC(=O)COc4ccc(Cl)cc4)cc3)nc2s1,-3.3%,-1.4%
O=C(CSc1nccn1Cc1ccccc1)Nc1ccc2c(c1)OCCO2,2.5%,0.1%
CCC(C)NC(=O)C1CCN(C(=O)c2ccc(-n3ccc4ccccc43)s2)CC1 (centres undefined),-0.1%,-6.4%
Cc1ccc(C(=O)Nc2cc(-c3cn4cccnc4n3)ccc2C)cc1C,-1.1%,6.0%
Cc1ccc(NC(=O)C2CCCN(C(=O)c3cnn(-c4ccc(F)cc4)c3-n3cccc3)C2)c(Cl)c1 (centres undefined),-1.8%,4.1%
Cc1cc(C)cc(NC(=O)c2cnn(-c3ccc(C)c(C)c3)c2C2CCNCC2)c1,0.0%,-6.7%
O=C(COc1ccccc1)NCCc1csc(-c2cccc(F)c2)n1,-1.7%,-5.1%
Cc1ccc(Cn2ccnc2SCC(=O)NCc2ccccc2)cc1,0.0%,-3.8%
O=C(CN1CCSc2ccccc21)N1CCN(c2ccc(F)cc2)CC1,-1.7%,-21.6%
O=C(NC1CC(=O)N(c2ccc(F)cc2)C1)c1ccc2c(c1)OCO2 (centres undefined),0.4%,-3.5%
CCC(C)NC(=O)Cn1c(=O)cc(-c2ccccc2)c2c(C)nn(C)c21 (centres undefined),0.8%,-0.4%
Cc1ccccc1NC(=O)c1ccc2[nH]c(C)c(C)c2c1,-2.6%,-16.9%
CC(C)(C)c1ccc(C(=O)N2CCN(Cc3cc(=O)n4nc(-c5ccccc5F)sc4n3)CC2)cc1,-2.2%,-2.4%
O=C(NCc1ccccc1Cl)c1ccccc1NC(=O)c1nsc2ccccc12,8.0%,-22.3%
CCOc1ccc(S(=O)(=O)Nc2ccc3c(c2)CCCN3C(=O)c2cccs2)cc1,-4.7%,?

6 entries from above, with two lines to a compound.
Values run as follows: Epigenetic reg	Tau fluor cs
Cc1ccc(NC(=O)C2CCCN(C(=O)c3cnn(-c4ccc(F)cc4)c3-n3cccc3)C2)c(Cl)c1 (centres undefined)
→ -1.8%	4.1%
Cc1cc(C)cc(NC(=O)c2cnn(-c3ccc(C)c(C)c3)c2C2CCNCC2)c1
→ 0.0%	-6.7%
O=C(COc1ccccc1)NCCc1csc(-c2cccc(F)c2)n1
→ -1.7%	-5.1%
Cc1ccc(Cn2ccnc2SCC(=O)NCc2ccccc2)cc1
→ 0.0%	-3.8%
O=C(CN1CCSc2ccccc21)N1CCN(c2ccc(F)cc2)CC1
→ -1.7%	-21.6%
O=C(NC1CC(=O)N(c2ccc(F)cc2)C1)c1ccc2c(c1)OCO2 (centres undefined)
→ 0.4%	-3.5%

(further entries)
Molecule,Epigenetic reg,Tau fluor cs
CC(C)(C)C(=O)OCc1cc(=O)n2nc(C3CC3)sc2n1,0.0%,-2.7%
CCOc1ccccc1NS(=O)(=O)c1ccc2[nH]c3c(c2c1)CCCCC3,-1.3%,?
CCCCn1c(NCc2cc(Cl)ccc2O)nc2ccccc21,-1.1%,?
Cc1nn(CC(=O)Nc2cccc(C(F)(F)F)c2)c(=O)c2nn(-c3ccccc3)c(C)c12,1.5%,0.5%
CC1=C(c2ccc(C)c(C)c2)S(=O)(=O)N=C1N1CCC(C(=O)NC(C)c2ccccc2)CC1 (centres undefined),0.0%,-2.9%
CN(C)c1ccc(CNC(=O)c2ccc(NC(=O)c3nsc4ccccc34)cc2)cc1,5.4%,?
COc1ccccc1-n1c(=O)c2c3c(sc2n(Cc2ccccc2F)c1=O)CN(C(C)=O)CC3,0.0%,3.4%
O=S(=O)(Nc1ccccc1C(F)(F)F)c1ccc(N2CCCCS2(=O)=O)cc1,-1.1%,-0.9%
CCOC(=O)CSc1nc2ccccc2c(=O)n1CCc1ccc(OC)c(OC)c1,-1.3%,5.2%
CCOc1ccc(-c2cc(-c3nc(-c4ccc(C)cc4)no3)[nH]n2)cc1,-2.4%,-16.3%
NS(=O)(=O)c1ccc2nc(NC(=O)COc3ccccc3)sc2c1,-1.1%,3.8%
O=C(CSc1ccccc1)N1CCc2c([nH]c3ccccc23)C1c1ccc(Cl)cc1 (centres undefined),-4.4%,-9.2%
COCCn1c(CNC(=O)c2cc([N+](=O)[O-])ccc2Cl)nc2cccnc21,0.8%,-16.1%
COc1ccccc1-c1nn2c(=O)cc(CN3CCN(C(=O)Nc4ccc(C)cc4Cl)CC3)nc2s1,15.1%,0.5%
CCOCC(=O)Nc1ccc(-c2cn3c(C)csc3n2)cc1,8.5%,-15.0%
CCCN1CCN(CCCNC(=O)c2cnn(-c3ccc(F)cc3)c2-n2cccc2)CC1,-1.6%,-0.3%
Cn1nnc2c(NCc3ccccc3)ncnc21,-5.2%,-2.0%
CC(C)(C)OC(=O)N1CCC(c2c(C(=O)N3CCN(c4ccccc4F)CC3)cnn2-c2ccccc2Cl)CC1,-0.2%,-12.5%
Cc1cccc(-c2nc3scc(CCNC(=O)c4ccccc4Cl)n3n2)c1,8.6%,-16.0%
Cc1ccc(-c2nnc(SCc3ccccc3)o2)cc1,4.1%,-9.0%
Cc1ccccc1-c1nc(SCC(=O)NCc2ccc(F)cc2)c2c(=O)n(C)c(=O)n(C)c2n1,0.6%,-2.4%
CNC(=O)c1c(NC(=O)/C=C/c2ccccc2Cl)sc2c1CCC2,?,-19.5%
CCOC(=O)c1c(C)oc2nc(C)nc(NCCc3ccc(Cl)cc3)c12,-1.3%,-14.1%
Cc1cc(Nc2sc(C(=O)c3ccc(F)cc3)c(N)c2C(=O)Nc2ccc(F)cc2)ccc1Cl,-1.3%,10µM*[quencher]
CC1=C(C(=O)Nc2c(C)cc(C)cc2C)C2(CCN(C(C)C)CC2)OC1=O,-5.3%,-1.4%
Cc1cccc(CNS(=O)(=O)c2ccc3[nH]c(=O)ccc3c2)c1,0.0%,-9.6%
O=C(c1ccco1)N1CCN(c2nc3ccc(Cl)cc3s2)CC1,3.5%,-6.8%
COc1cccc(NC(=O)Cn2c(=O)n(Cc3nc(-c4ccccc4)no3)c(=O)c3ccccc32)c1,9.0%,-26.2%
CC1=C(c2ccc(C)c(C)c2)S(=O)(=O)N=C1N1CCC(C(=O)NCc2ccc(C)o2)CC1,5.9%,5.4%
CCCCNS(=O)(=O)c1ccc2nc(-c3cccnc3)cc(C(=O)NCCC)c2c1,-1.1%,-7.1%

Reformatted as labelled records: two of the compounds above.
> CNC(=O)c1c(NC(=O)/C=C/c2ccccc2Cl)sc2c1CCC2
  Epigenetic reg = ? | Tau fluor cs = -19.5%

> Cc1cc(C)cc(NC(=O)c2cnn(-c3ccc(C)c(C)c3)c2C2CCNCC2)c1
  Epigenetic reg = 0.0% | Tau fluor cs = -6.7%

Further entries
Molecule,Epigenetic reg,Tau fluor cs
COc1cccc(N2CC(NC(=O)/C=C\c3ccccc3)CC2=O)c1 (centres undefined),-0.1%,4.5%
COc1cc(NC(=O)CN2C(=O)CCc3cc(Br)ccc32)cc(OC)c1OC,-0.9%,-22.1%
Cn1ccc2cc(S(=O)(=O)N3CCCC(C(=O)NCc4ccccc4F)C3)ccc21 (centres undefined),-1.7%,-8.5%
CC(Sc1nc(=O)cc(N)n1CCc1ccccc1)C(=O)Nc1ccc(Cl)cc1 (centres undefined),-1.6%,?
Cc1cc(Cl)ccc1NC(=O)c1cc(S(=O)(=O)N2CCOCC2)cn1C,-0.2%,-0.9%
O=C(Cn1c(=O)nc(-c2ccccc2)c2ccccc21)Nc1ccc(Cl)c(C(F)(F)F)c1,1.9%,3.3%
CCOCCCNC(=O)c1cc(Sc2cccc(Cl)c2)nc2ccccc12,0.4%,-3.3%
O=C(CCC1N=C2c3ccccc3N=C(SCc3ccc(F)cc3)N2C1=O)NC1CCCCC1 (centres undefined),0.8%,-1.4%
COc1ccc(NC(=O)c2ccc3nc(C(C)C)oc3c2)cc1OC,0.0%,-10.9%
COc1ccc(-n2cc(-c3ccccc3)c3c(NCCc4ccc(OC)c(OC)c4)ncnc32)cc1,2.4%,-17.8%
Cn1ccc2cc(S(=O)(=O)N3CCN(C(=O)Nc4cccc(F)c4)CC3)ccc21,4.2%,-27.2%
Cc1ccc(Cl)cc1N1CCN(C(=O)c2cccn2-c2nnc(N3CCCC3)s2)CC1,0.6%,-7.2%
O=C(Cc1ccc(NC(=O)N2CCCCc3ccccc32)cc1)Nc1ccccc1Br,2.9%,-1.1%
COc1cc(C(=O)OCc2cc(=O)n3nc(C(C)C)sc3n2)cc(OC)c1OC,0.0%,-9.8%
Cc1ccc(Cl)cc1NC(=O)c1cc(CN2CCCC2)on1,0.0%,-1.4%
CC(C)CCN(C(=O)Nc1ccc(Cl)c(Cl)c1)C(C)c1cccs1 (centres undefined),-1.0%,-11.0%
Cc1c(Cl)cccc1Nc1nn2c(=O)c3ccc(C(=O)NCCC4=CCCCC4)cc3nc2s1,-1.4%,-29.7%
CCOC(=O)c1cc(-c2ccccc2)n(CC(=O)NCc2ccc(C)cc2)c1C,0.0%,3.7%
CCOC(=O)c1cc(S(=O)(=O)N2CCN(c3ccccc3OC)CC2)[nH]n1,-1.7%,-4.3%
Cc1ccccc1NC(=O)c1ccc2nc(Cc3ccccc3)oc2c1,-1.7%,-19.1%
CCOc1ccc(-n2c(C)nc3cc(C(=O)NCCC4=CCCCC4)ccc32)cc1,0.0%,-9.9%
COc1cccc(N2CCN(C(=O)CN3CCSc4ccccc43)CC2)c1,6.8%,-21.9%
O=C(COc1ccccc1)NCC(c1cccs1)S(=O)(=O)c1ccc(Cl)cc1 (centres undefined),-2.8%,-25.7%
O=C(NC1CC(=O)N(c2cccc(F)c2)C1)c1cccs1 (centres undefined),8.0%,-8.5%
O=c1c(N2CCN(c3ccc(F)cc3)CC2)csc2ccc(F)cc12,1.7%,?
CCOc1ccc(NC(=O)CCn2c(-c3ccc(F)cc3)cc(C(C)=O)c2C)cc1,-1.1%,-16.3%
CN1CCN(C(=O)c2cnn(-c3cccc(F)c3)c2C2CCN(C(=O)OC(C)(C)C)CC2)CC1,0.0%,-8.1%
Cc1cc(NC(=O)CN2C(=O)C(C)(C)c3ccccc32)ccc1Br,1.4%,?
Cc1ccc(NC(=O)c2cnc(N3CCCCC3)c3ccccc23)c(C)c1,2.8%,-8.2%

Reformatted with values under each structure: part of the list above
Below each compound: Epigenetic reg | Tau fluor cs
COc1cc(C(=O)OCc2cc(=O)n3nc(C(C)C)sc3n2)cc(OC)c1OC
 : 0.0% | -9.8%
Cc1ccc(Cl)cc1NC(=O)c1cc(CN2CCCC2)on1
 : 0.0% | -1.4%

Some of the compounds tested; count on the stated rates, not on these rows.
